Screening results deposited in PubChem by Southern Research Specialized Biocontainment Screening Center.
PhoP GFP inhibition: PhoP regulon inhibitors, Salmonella typhi PhoP promoter GFP reporter, confirmatory (AID 1850) | Salmonella Typhi PhoP-promoter GFP reporter, fluorescence, 4 h; higher % means a stronger effect | 310,000 compounds, 0.33% hits | inhibition, % at 50 µM, or IC50 in µM where a hit was titrated; in the data active = a potency from the dose series; inconclusive = inhibition mostly from about 25% at the one dose, without a potency; inactive = the rest, 99 in 100 with inhibition below about 19%;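 also: 0% = induced wells with vehicle and 100% = uninduced wells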
tuberculosis growth: growth inhibition of non-replicating M. tuberculosis (AID 488890); 320,000 compounds, 0.39% hits; inhibition, % at 25 µM, or IC50 in µM where a hit was titrated; Mycobacterium tuberculosis non-replicating, growth inhibition; higher % means a stronger effect; in the data active = a potency from the dose series; inconclusive = inhibition mostly from about 82% at the one dose, without a potency; inactive = the rest, 99 in 100 with inhibition below about 76%;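 also: plate controls were DMSO cells for no effect and high antibiotic wells for full effect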
M. tuberculosis HTS: M. tuberculosis growth inhibition, HTS (AID 449762); inhibition, % at 25 µM, or IC50 in µM where a hit was titrated; M. tuberculosis H37Rv growth inhibition, 7H9 media; higher % means a stronger effect; 330,000 compounds, 0.59% hits; in the data active = a potency from the dose series; inconclusive = inhibition above about 70% without an active follow-up result;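 also: bacterial growth assessed after seven days of incubation; strong numbers were not always called active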
VEEV TC-83 Vero: inhibitors of VEEV TC-83 cytopathic effect, confirmation, Vero cells (AID 588727) | Vero cells, VEEV TC-83 cytopathic effect inhibition; higher % means a stronger effect | 350,000 compounds, 0.13% hits | inhibition, % at 20 µM, or IC50 in µM where a hit was titrated; in the data active = a potency from the dose series; inconclusive = inhibition mostly from about 14% at the one dose, without a potency; inactive = the rest, 99 in 100 with inhibition below about 12%; also: strong numbers were not always called active
influenza NS1A: NS1A inhibition, H1N1 influenza, cell based functional assay (AID 504329) | NS1A functional cell-based assay, percent inhibition; higher % means a stronger effect | inhibition, % at 12.5 µM; hits with a dose series show IC50 in µM | 340,000 compounds, 0.3% hits; in the data active = a potency from the dose series; inconclusive = inhibition above about 27% without an active follow-up result; also: strong numbers were not always called active
VEEV TC-83 Vero 10K pilot screen: recorded beside VEEV TC-83 Vero, whose call it bears; inhibition, %; measured here: 10K pilot screen inhibition
An asterisk follows results filed as active; i = inactive; ? = inconclusive; . = not tested or not shown.

SMILES	PhoP GFP inhibition	tuberculosis growth	M. tuberculosis HTS	VEEV TC-83 Vero	influenza NS1A	others
CC(C)c1ccc(/C=C(\NC(=O)c2ccccc2)C(=O)NCCCN2CCOCC2)cc1	-1%	8%	6%	1.0%	6%
O=C(Cc1c(O)c2ccccc2[nH]c1=O)N(Cc1ccccc1)Cc1ccccc1	1%	-13%	-4%	7.3%	-4%
CC(=O)Nc1cccc(NC(=O)CSc2nnc3ccc(-c4ccccn4)nn23)c1	-4%	-19%	-8%	3.5%	-1%
COCCN1C(=O)C(=O)/C(=C(/O)c2ccc(S(=O)(=O)N3CCCCC3)cc2)C1c1ccc(OC)cc1 (centres undefined)	-25%	-5%	-3%	i	8%
CCCN(CC(=O)Nc1ccccc1OC)C(=O)CNC(=O)c1ccc(C)s1	.	.	.	1.4%	0%
COC(=O)c1ccc(-c2noc(CN(C)CCC3CCCCO3)n2)cc1 (centres undefined)	9%	26%	49%	1.5%	-4%
COc1ccc(CCc2nc(-c3ccc(-n4cccc4)cc3)no2)cc1	-5%	-1%	-9%	i	-7%
O=C(O)c1cccc(S(=O)(=O)Nc2ccc(-c3ccccc3)cc2)c1	.	69%	2%	1.7%	-16%
Cc1c(C(=O)N2CCN(Cc3ccccc3)CC2)oc2c1C(=O)CC(C)(C)C2	-14%	-14%	2%	1.3%	5%
CC(C)NC(=O)CSc1nc2ccccc2c(=O)n1CCCOC(C)C	-14%	5%	14%	0.4%	-1%
C=CCc1cccc2cc(C(=O)NC(C)(C)C)c(=O)oc12	5%	4%	2%	2.4%	-3%
CCCCS(=O)(=O)NC1=NCN(CCOC(=O)c2ccccc2)CN1	0%	-4%	-5%	i	-2%
Cc1ccc(S(=O)(=O)NCCC(c2ccc(F)cc2)c2ccco2)cc1 (centres undefined)	4%	42%	10%	2.0%	4%
CCOC(=O)C1=C(C)N(CCCC(=O)O)C(=O)NC1c1cccc(OC)c1 (centres undefined)	-4%	-3%	-5%	.	.
NC(=O)c1ccc(C23CC4CC(CC(C4)C2)C3)o1	-5%	34%	3%	0.4%	-1%
O=c1cc(N2CCCCC2)c(-c2ccccc2)nn1Cc1ccccc1	-4%	50%	14%	0.6%	4%
Cc1cccc(NC(c2ccc(O)cc2)c2ccc3ccc(C)nc3c2O)n1 (centres undefined)	-2%	71%	0%	0.4%	-2%
O=C1CC(N2CCN(Cc3ccc4c(c3)OCO4)CC2)C(=O)N1c1ccccc1 (centres undefined)	-1%	-4%	0%	0.6%	-6%
O=C(COc1cc(Cl)c(Cl)cc1Cl)N1CCN(c2ccccn2)CC1	4%	-5%	-2%	2.8%	.
COc1ccc(C(=O)Nc2ccccc2C(=O)Nc2ccncc2)cc1	-6%	26%	1%	6.0%	-1%
C[C@]12CC[C@@H]3c4ccc(O)cc4CC[C@H]3[C@@H]1CC[C@@H]2OC(=O)CCC1CCCC1	-14%	73%	6.4µM*	2.4%	-3%
CC(=O)Nc1ccc(Nc2nc(C)nc3c2oc2ccccc23)cc1	0%	8%	5%	8.7%	-2%
COc1ccc(NC(=O)CCNS(=O)(=O)c2ccc3c(c2)CCC(=O)N3)cc1	-5%	12%	8%	1.4%	3%
CCCCOC(=O)c1cc(=O)[nH]c(=O)[nH]1	11%	10%	3%	0.2%	-2%
Cc1ccccc1Nc1nc(N)nc(COC(=O)[C@@H](NC(=O)c2c(F)cccc2F)C(C)C)n1	-15%	5%	3%	9.1%	-2%
New compounds follow:
SMILES	PhoP GFP inhibition	tuberculosis growth	M. tuberculosis HTS	VEEV TC-83 Vero	influenza NS1A	others
Cc1csc(SCC(=O)Nc2nc3ccccc3s2)n1	-13%	78%	5%	6.7%	-13%
Cc1cccc(C(=O)OCC(=O)NCc2ccc3c(c2)OCO3)c1C	.	-6%	2%	i	-6%
CC(C)CN1CCNC(=O)C1CC(=O)NCCc1ccc(C(F)(F)F)cc1 (centres undefined)	0%	-12%	-10%	1.5%	-3%
COCCNC(=O)c1c(N)n(CCC2=CCCCC2)c2nc3ccccc3nc12	-9%	0%	0%	4.8%	-33%
CC(=O)c1ccc(OCCCC(=O)N2CCN(S(=O)(=O)c3cccs3)CC2)cc1	3%	-5%	7%	5.4%	3%
CC(=O)c1cc(F)c(N2CCN(c3ccc([N+](=O)[O-])cc3F)CC2)cc1C	0%	-4%	5%	1.7%	8%
O=C(CCS(=O)(=O)c1ccccc1)Nc1ccc(S(=O)(=O)Nc2nccs2)cc1	.	65%	4%	i	2%
CCOC(=O)c1oc2cc(C)cc(C)c2c1C	0%	1%	-2%	0.8%	-2%
Cc1ccccc1-n1ncc2c(SCC(=O)NC3CCCC3)ncnc21	1%	20%	-5%	1.4%	0%
C(=N\Nc1nc2ccccc2s1)/c1ccco1	13%	39%	59%	i	-6%
O=C(N/N=C/c1ccc(OC(=O)c2cccc(F)c2)cc1)c1cccnc1	5%	?	64%	0.2%	5%
CS(=O)(=O)N(CC(=O)N1CCOCC1)Cc1ccccc1	-7%	-3%	1%	i	-6%
Cc1c(CC(=O)O)c(=O)oc2cc3occ(-c4ccc(F)cc4)c3cc12	10%	-3%	-1%	0.8%	4%
O=C(CCC1CCN(Cc2ccc(Cl)cc2)CC1)NC1CC1	11%	6%	6%	i	-3%
COc1ccc(N2CCN(C(=O)c3cc4c(=O)n(Cc5ccccc5)ccc4nc3C)CC2)cc1	-3%	15%	-1%	3.1%	3%
CCC(C)NC(=O)c1cn(CC)c2cc(N3CCN(C)CC3)c(F)cc2c1=O (centres undefined)	21µM*	19%	-2%	4.8%	.
O=C1c2ccccc2S(=O)(=O)N1Cc1nnc(-c2ccccc2Br)o1	.	.	.	i	-19%
CCc1cc(=O)oc2cc(C)cc(OCC(=O)NC(Cc3ccc(Cl)cc3)C(=O)O)c12 (centres undefined)	-7%	5%	-5%	1.8%	-2%
CC(=O)c1ccc(Nc2ccc(-c3ccccc3C)nn2)cc1	-8%	62%	?	3.1%	8%
O=C1CC2(CCN(C(=O)c3ccc(F)c(F)c3)CC2)Oc2ccccc21	8%	-8%	-8%	2.4%	1%
Fc1ccc(CNC(=S)Nc2ccc(Cl)cc2)cc1	-2%	?	-6%	i	-1%
Cc1ccc(NC(=O)c2nc[nH]c2C(=O)NCCN(CCNC(=O)c2[nH]cnc2C(=O)Nc2ccc(C)cc2)CCNC(=O)c2[nH]cnc2C(=O)Nc2ccc(C)cc2)cc1	.	3%	5%	5.2%	-5%
CCOc1ccc2[nH]c(=O)c(CN(CC3COCCO3)C(=O)c3ccco3)cc2c1 (centres undefined)	0%	-18%	-11%	3.2%	4%
Cc1csc(NC(=O)[C@@H](NC(=O)c2ccccc2)C(C)C)n1	3%	15%	8%	1.0%	-3%
O=C(Oc1ccccc1)N1CCOCC1	-3%	5%	11%	0.8%	-6%
(next part)
SMILES	PhoP GFP inhibition	tuberculosis growth	M. tuberculosis HTS	VEEV TC-83 Vero	influenza NS1A	others
CCN(CC(=O)Nc1ccc2c(c1)OCCO2)C(=O)c1ccccc1Br	.	39%	5%	i	1%
O=C(CSc1ncn[nH]1)Nc1ccc(Cl)c(S(=O)(=O)N2CCOCC2)c1	-4%	7%	-2%	i	-9%
C=CCNC(=O)c1cc(C(=O)C(C)c2ncc(C(F)(F)F)cc2Cl)c[nH]1 (centres undefined)	5%	18%	7%	2.9%	-8%	VEEV TC-83 Vero 10K pilot screen=3.0
Cc1cccc(NC(=O)COC(=O)c2nn(C)c(=O)c3ccccc23)c1C	.	4%	3%	0.1%	-15%
COC(=O)c1cccc(NC(=O)CSc2nnc(C3CC3)n2C)c1	5%	-9%	7%	2.6%	-11%
O=C(CNC(=O)C1CCCCC1)Nc1cc(Cl)cc(Cl)c1	4%	-17%	-7%	0.5%	15%
Nc1c([N+](=O)[O-])cnnc1-c1ccccc1	0%	-10%	-1%	0.2%	1%
c1cnn(-c2nc(N3CCOCC3)nc(N3CCOCC3)n2)c1	-11%	1%	-5%	i	-21%
COc1ccc(/C=N/NC(=O)C(=O)Nc2ccccn2)cc1OC	7%	-5%	-2%	1.6%	-4%
c1ccc(OCc2nc3c4c(ncn3n2)-c2ccccc2CC42CCCC2)cc1	-4%	35%	12%	2.6%	7%
CON/C=C(\C=Nc1ccc(F)cc1)c1ncc(C(F)(F)F)cc1Cl	-3%	14%	1%	0.9%	2%
COc1ccnc2c1c(=O)n(Cc1c(F)cccc1Cl)c(=O)n2C	-8%	1%	1%	i	-5%
COC(=O)c1cc(NC(=O)CN(C)C2CCS(=O)(=O)C2)cc(C(=O)OC)c1 (centres undefined)	.	11%	-1%	i	2%
CC(NC(=O)c1ccc(NS(C)(=O)=O)cc1)c1ccccc1 (centres undefined)	0%	-11%	-12%	i	-11%
COc1ccc(OC)c(NC(=O)CN2C(=O)C(C)N(c3ccc(C)cc3)C2=O)c1 (centres undefined)	.	2%	-8%	1.2%	5%
Cc1ccc(C(=O)Nc2ncc3c(Cl)cccc3n2)cc1	4%	72%	6%	3.7%	-2%
O=C(CSc1nnc(NC(=O)C2CCC2)s1)Nc1ccc(N2CCOCC2)cc1	0%	5%	3%	1.9%	16%
CCC(C)(C)C1CCc2c(sc(NC(=O)c3ccccc3C(=O)O)c2C#N)C1 (centres undefined)	-4%	34%	-9%	0.6%	0%
Nc1nnc(SCc2cc3c(cc2Cl)OCO3)s1	0%	6%	3%	0.9%	-6%
O=C(NCc1ccccc1)c1ccc(-c2ccccc2C(F)(F)F)o1	5%	74%	-4%	i	10%	VEEV TC-83 Vero 10K pilot screen=0.0
CS(=O)(=O)N1CCn2c1nc1ccccc12	4%	-5%	0%	i	-8%
O=C(NCCCN1CCCC1=O)c1ccc2c(c1)ncn2C1CCCCC1	-9%	.	-5%	i	-16%
O=C(NNS(=O)(=O)c1ccc(F)c(Cl)c1)c1cccc(S(=O)(=O)N2CCOCC2)c1	-8%	-14%	-4%	2.6%	-4%
CCN(CC)c1ccc(/C=N/OC(C)C(=O)Nc2ccc(C)cc2)cc1 (centres undefined)	-4%	?	23%	1.4%	5%
CCC1Oc2ccccc2N(CC(=O)NCCCN2CCCC2)C1=O (centres undefined)	0%	-1%	-3%	1.2%	7%
More records follow:
SMILES	PhoP GFP inhibition	tuberculosis growth	M. tuberculosis HTS	VEEV TC-83 Vero	influenza NS1A	others
CN1CCN(NC(=O)c2cccc(S(=O)(=O)N3CCCCCC3)c2)CC1	-8%	3%	-6%	0.5%	-12%
CCOc1ccc(NC(=O)CSc2nnc(NC(=O)C3CC3)s2)cc1	7%	14%	28%	1.1%	2%
O=C(O)c1ccccc1Nc1ccc2nonc2c1[N+](=O)[O-]	.	.	.	i	16%
CC(=O)N/C(=C/c1ccccc1)C(=O)NCCO	1%	-13%	1%	0.2%	3%
N=c1c2c(-c3ccccc3)c(-c3ccccc3)n(Cc3ccco3)c2ncn1CCCN1CCOCC1	-14%	?	?	1.4%	10%
O=C(CCSCCC(=O)NCc1ccco1)NCc1ccco1	8%	-14%	-5%	.	.
C=CCn1c(O)c(C(=O)CCCCCC)c(=O)[nH]c1=O	-7%	-2%	13%	0.3%	-25%
CCC(OC(=O)c1cccs1)C(=O)NCc1ccc(C)cc1 (centres undefined)	-6%	63%	-10%	0.8%	-10%
COc1ccc(N2CC(O)=C(c3nc4ccccc4s3)C2=N)cc1	8%	4%	1%	?	0%
O=C(NCCC1=CCCCC1)C1CCN(S(=O)(=O)c2cnc[nH]2)CC1	4%	19%	2%	0.8%	1%
Cc1ccccc1SCC(=O)NC1CCOC1=O (centres undefined)	0%	0%	-2%	i	-1%
Cc1cccc(-n2c(C)cc(/C=N/O)c2C)c1	-10%	-2%	-2%	1.0%	-1%
Cc1cccc(C)c1NC(=O)CSc1nc(N2CCOCC2)nc(N2CCOCC2)n1	-15%	14%	7%	3.1%	-12%

Compounds listed so far with a COOH group, in the order listed:
SMILES	PhoP GFP inhibition	tuberculosis growth	M. tuberculosis HTS	VEEV TC-83 Vero	influenza NS1A	others
O=C(O)c1cccc(S(=O)(=O)Nc2ccc(-c3ccccc3)cc2)c1	.	69%	2%	1.7%	-16%
CCOC(=O)C1=C(C)N(CCCC(=O)O)C(=O)NC1c1cccc(OC)c1 (centres undefined)	-4%	-3%	-5%	.	.
Cc1c(CC(=O)O)c(=O)oc2cc3occ(-c4ccc(F)cc4)c3cc12	10%	-3%	-1%	0.8%	4%
CCc1cc(=O)oc2cc(C)cc(OCC(=O)NC(Cc3ccc(Cl)cc3)C(=O)O)c12 (centres undefined)	-7%	5%	-5%	1.8%	-2%
CCC(C)(C)C1CCc2c(sc(NC(=O)c3ccccc3C(=O)O)c2C#N)C1 (centres undefined)	-4%	34%	-9%	0.6%	0%
O=C(O)c1ccccc1Nc1ccc2nonc2c1[N+](=O)[O-]	.	.	.	i	16%
